# TWEAK Fn14 block – inhibitors of TWEAK-Fn14 signaling, primary screen, luciferase reporter cells, uHTS; TWEAK-stimulated Fn14 reporter cells, luciferase luminescence, 8 h; inhibition, % at 10 µM; actives 2% (n = 360,000); AID 1159606, 2016; in the data active means inhibition above about 50%
# Peg3 prom inh – Peg3 promoter-driven luciferase inhibitors, primary screen, cell-based, HeLa, luciferase luminescence | actives 1.7% (n = 360,000) | inhibition, % at 20 µM | HeLa PEG-Prom luciferase reporter, overnight;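 active means inhibition of at least 50% at 20 µM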
# NR2E3 ag-1 – inhibitors of NR2E3-RetCOR corepressor binding, primary screen, NR2E3 agonist project, biochemical, TR-FRET, GST-NR2E3, biotin-RetCOR | Photoreceptor-specific nuclear receptor (Homo sapiens), Q9Y5X4 | 1536-well | inhibition of corepressor binding, % at 4.78 µM | actives 0.12% (n = 320,000) | AID 2300, 2010;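 active means percent inhibition above the cutoff of mean plus 3 SD of all tested compounds, set per screening campaign, cut at about 20% in these data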;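 further: 0% = DMSO wells and 100% = biotin wells as full block of FRET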
# Target sequence (Q9Y5X4 whole entry, looked up): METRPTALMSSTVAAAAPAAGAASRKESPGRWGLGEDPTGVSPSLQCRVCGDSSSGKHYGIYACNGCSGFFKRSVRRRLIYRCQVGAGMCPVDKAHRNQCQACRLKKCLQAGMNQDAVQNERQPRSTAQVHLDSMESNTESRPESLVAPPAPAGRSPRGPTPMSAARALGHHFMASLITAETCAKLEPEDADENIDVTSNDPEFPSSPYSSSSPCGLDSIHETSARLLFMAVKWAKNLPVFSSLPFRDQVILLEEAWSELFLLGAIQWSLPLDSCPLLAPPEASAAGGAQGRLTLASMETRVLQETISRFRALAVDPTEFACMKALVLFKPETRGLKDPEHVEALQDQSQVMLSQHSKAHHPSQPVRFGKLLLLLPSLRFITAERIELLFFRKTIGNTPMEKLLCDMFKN
#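 System: GST-NR2E3 and biotin-RetCOR proteins; probe or stimulus: 7 nM biotin-RetCOR; doses: compound at 4.8 µM, single dose; schedule: Compound–protein incubation for 5 h at 4 °C; detection: time-resolved FRET; read-out: percent inhibition; controls: biotin wells as high control, 0.6% DMSO wells as low control; format: 1536-well plates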
# KKLEB tox – cytotoxicity in KKLEB CF airway cells, primary screen, cytotoxicity control for CF NF-kB inhibitor project, cell-based, uHTS, fluorescence assay plates; activity change (cytotoxicity), % at 5 µM; actives 0.36% (n = 360,000); KKLEB CF airway cells viability, ATPlite luminescence, overnight; active compounds read low; cells stimulated with P. aeruginosa culture filtrate;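 active means corrected activity change at or below -50% at 5 µM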
# CF NFkB inh – inhibitors of PAF-induced NF-kB signaling, primary screen, cell-based, GFP fluorescence, uHTS; AID 588850, 2011; actives 0.86% (n = 360,000); inhibition, % at 5 µM; KKLEB NF-kB-GFP reporter, GFP fluorescence overnight;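 active means at least 50% inhibition at 5 µM, scaled per plate between neutral and stimulator controls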;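 further: PAF is a Pseudomonas aeruginosa culture filtrate used as stimulus; plate controls were PAF-stimulated DMSO wells for no effect and unstimulated DMSO wells for full effect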
# Shn3 3UTR inh – reduction of Shn3 3'UTR firefly luciferase signal, primary screen, Schnurri-3 inhibitor project, cell-based, Clone20 osteoblasts, set 2. Clone20 osteoblast Shn3 3'UTR firefly luciferase, 24 h. inhibition, % at 12.5 µM. actives 0.52% (n = 360,000). AID 588674, 2011;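 active means mean inhibition of at least 75% with every replicate also reaching 75%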;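 further: 0% = median of neutral control wells and 100% = pilot-screen positive control compound; some compounds past the cut are filed as inactive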
# NR2E3 ag-2 – NR2E3 agonists in two-hybrid cells, primary screen, cell-based, luminescence, CHO-S, Gal4-NCOR/VP16-NR2E3; Photoreceptor-specific nuclear receptor (Homo sapiens), Q9Y5X4; luciferase; inhibition of corepressor binding, % at 3.98 µM; actives 0.35% (n = 360,000); AID 602229, 2012;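 active means inhibition above the mean of all tested compounds plus 3 SD, cut at about 70% in these data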;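 further: 0% = DMSO with NR2E3 transfected cells and 100% = cells lacking NR2E3 construct; higher means lower luciferase signal from less NR2E3 corepressor binding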
# aDG glyco up – activators of alpha-DG glycosylation, primary screen, uHTS, Pro5-aDG cells, AlphaScreen; alpha-DG glycosylation AlphaScreen (IIH6); 0% Pro5, 100% B10-LARGE cell signal; activation, % at 10 µM; actives 0.22% (n = 360,000);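 active means activation of at least 8% versus controls, or a plate z-score of at least 8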;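 further: Pro5 are CHO cells carrying HIG-tagged alpha-DG that lacks glycosylation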
# hiPSC survival – enhancers of single-cell hiPSC survival, primary screen, ATPlite luminescence. actives 0.044% (n = 360,000). survival enhancement, % at 20 µM. 100% = ROCK inhibitor wells, 0% = DMSO; in the data active means survival enhancement above about 18%;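 further: cells exposed to compounds for 16 hours before the ATP read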
# HIF-2a block – HIF-2a reporter inhibitors, primary screen, luminescence, 786-0 RCC cells | AID 624352, 2012 | inhibition, % at 18.8 µM | actives 0.72% (n = 360,000) | 786-0 RCC cells HIF-2a reporter, luciferase luminescence, overnight;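 active means inhibition of the luminescence signal of 40% or more relative to plate controls, in a single-dose primary screen at 18.75 µM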
# TRPM1 prom inh – inhibitors of MITF-dependent TRPM1 promoter reporter, primary screen, cell-based, SK-MEL-5, single point, luciferase. SK-MEL-5 TRPM1 promoter luciferase, 24 h. inhibition, % at 12.5 µM. actives 0.83% (n = 330,000). AID 488899, 2010;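 active means mean inhibition across replicates of 60% or more, whatever share of single replicates reaches that level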; further: values of inactives mirror those of a sister screen read the other way
# * marks the source's active call; other numbers are inactive results; nt = no result given.
SMILES,TWEAK Fn14 block,Peg3 prom inh,NR2E3 ag-1,KKLEB tox,CF NFkB inh,Shn3 3UTR inh,NR2E3 ag-2,aDG glyco up,hiPSC survival,HIF-2a block,TRPM1 prom inh
CC(=O)Nc1ccc(-c2nc3ccc(NC(C)=O)cc3o2)cc1,-14,-183,2,-12,20,-37,-107,0.0,-0.8,-159,-57
Cn1nccc1C(=O)NC(=S)Nc1cc(Cl)cc(Cl)c1,-7,-7,2,-8,29,-33,-12,-0.2,-0.2,-24,-16
Cc1ccc(N2CCN(C(=O)NC3CCCCC3)CC2C)cc1 (centres undefined),-3,-4,-1,2,6,-1,-19,-0.1,0.4,-15,-4
Cn1cc(-c2ccccc2C(=O)O)c(=O)c2ccccc21,14,8,2,19,-4,-30,6,0.6,0.2,6,8
CCN(CC)c1nc(N)nc(N(c2ccccc2)c2ccccc2)n1,-1,24,0,-4,-6,12,-16,0.3,4.1,12,nt
Cc1cc(C)nc(Sc2ccc3nnc(C(F)(F)C(F)(F)C(F)(F)F)n3n2)n1,-1,2,-1,7,-10,4,11,-0.1,-0.4,6,6
Cc1ccc(C2CC(=O)Oc3cc(C)c(Br)c(C)c32)cc1 (centres undefined),8,15,nt,-7,19,2,-26,0.1,-1.0,9,-2
N#Cc1ccc(CSc2nnc(-c3cccc(S(=O)(=O)N4CCCCC4)c3)o2)cc1,17,18,3,1,7,38,-5,0.2,2.2,22,-8
O=C(CSc1ncnc2c1oc1ccccc12)Nc1cccc(Cl)c1,-12,-19,3,-37,44,-25,-25,0.3,-0.9,-64,9
CCCCNC(=O)C(C#N)c1nc2ccccc2nc1N1CCN(c2ccccc2F)CC1 (centres undefined),-27,-21,0,-4,-14,nt,-60,0.0,-2.5,-98,-12
CC1CC(=Cc2ccc(N)cc2)C(=O)O1 (centres undefined),9,-58,nt,-12,7,-14,-11,-0.2,0.3,-81,-46
O=C(Nc1ccc2c(c1)CCC2)c1cnn2c1NC(c1ccco1)CC2C(F)(F)F (centres undefined),29,-133,-1,-9,11,-16,-43,-0.5,-0.4,-161,-47
CC1CCC(NC(=O)c2cc3c(s2)CS(=O)(=O)C3)CC1 (centres undefined),-3,-30,nt,2,2,10,-6,-0.4,-1.3,-31,0
CCN(CC)c1ccc(NC(=O)CCCCC(=O)Nc2ccc(N(CC)CC)cc2)cc1,2,12,1,-6,-4,23,17,-0.1,-0.5,65*,29
CCC(C(=O)Nc1ccc(C(=O)Nc2ccccc2C(=O)O)cc1)c1ccccc1 (centres undefined),14,2,nt,2,-7,-13,-12,0.6,0.3,-3,10
CC(C)(C)c1ccc(C(=O)N/C(=C\c2ccco2)C(=O)O)cc1,15,11,7,-6,30,-22,-8,0.5,3.0,6,8
O=C(/C=C/c1ccncc1)c1cc(Cl)ccc1O,21,18,-1,-14,2,-11,-11,0.5,0.2,10,6
O=C(N[C@H](Cc1ccc(Cl)cc1)C(=O)O)OCC1c2ccccc2-c2ccccc21,-13,-24,4,12,-1,-3,-2,-0.3,-1.5,-1,6
Cn1nc(OCCOc2ccccc2)ccc1=O,-16,2,-4,9,-13,0,-6,0.0,-0.2,-8,-1
CC1CCN(CC(=O)NC2CCCCC2)CC1,-4,-2,-3,-5,-8,0,-27,0.1,-0.2,0,4
CCOC(=O)c1[nH]cnc1C(=O)Nc1ccccc1OC,6,-9,-10,12,2,1,-7,0.5,-0.3,-6,0
CCCn1c(NC(=S)Nc2ccccc2)nc2ccccc21,1,-15,-2,3,-3,7,7,-0.2,-0.3,-157,-15
O=c1c2ccccc2nnn1CSc1nnc(-c2cccc(S(=O)(=O)N3CCCCC3)c2)o1,21,12,0,6,-2,9,-30,-0.2,-1.1,20,17
CC(C)N(C(=O)N1CCC(c2nc(-c3ccncc3)no2)CC1)C(C)C,0,-19,5,5,-6,30,-13,0.5,-0.7,-6,13
CCN1C(=O)C(CC(=O)Nc2ccc(OC)cc2)N(CCCN2CCN(c3ccc(OC)cc3)CC2)C1=S (centres undefined),13,10,4,8,-17,32,5,1.2,-0.7,4,16
CCCN(Cc1cc2cc(C)ccc2[nH]c1=O)C(=O)c1ccccn1,11,12,-1,0,20,-1,-4,0.0,3.7,20,0
Cc1cc(C)n(-c2ccc(Cl)c(C(=O)O)n2)n1,4,3,-2,-5,5,2,-5,0.0,-2.3,3,-6
O=C(CCCC(=O)N1CCN(c2ccccc2F)CC1)c1ccccc1,-21,-258,4,12,-21,-67,-68,-0.1,-3.8,-241,-56
N#Cc1c(N2CCCCC2)nc(N2CCCCC2)c2c1CCN(Cc1ccccc1)C2,-59,26,1,-9,-4,6,3,-0.1,-2.2,-11,-5
CN(C)S(=O)(=O)c1ccc(Cl)c(NC(=O)COC(=O)CCC2CCCCC2)c1,-6,4,nt,0,-5,3,-13,-0.2,-0.5,-3,-5
Cc1ccc(S(=O)(=O)NCC(=O)N(CC(=O)NCc2ccco2)Cc2ccccc2)cc1,30,1,0,-2,13,-20,-14,0.6,-0.3,7,-2
CCN(CC)C(=S)Nc1ccc(OC(F)F)cc1,-23,0,-2,-9,10,7,-5,0.2,0.1,2,0
NC(=O)[C@@H]1CC2(CC(c3cccc(NC(=O)CC(c4ccccc4)c4ccccc4)c3)=NO2)CN1C(=O)[C@@H]1CCC(=O)N1 (some centres undefined),2,-6,-2,-1,-10,-4,-26,0.0,-2.2,10,-14
CCN=C1SC(CC(=O)NC(N)=O)C(=O)N1CC (centres undefined),1,10,0,-3,12,-3,-20,-0.2,0.0,6,7
CCOc1ccc(S(=O)(=O)N2CCN(Cc3ccc4c(c3)OCO4)CC2)cc1C,-9,10,0,12,-20,7,10,-0.1,-0.1,1,14
COc1ccc(CN2CCN(C(=O)c3ccc(-c4ccccc4)cc3)CC2)c(OC)c1OC,27,30,0,-5,0,18,-6,3.1,-0.4,23,0
Cc1ccc2nc(-c3cccc(S(=O)(=O)N4CCCC4)c3)cn2c1,-1,-143,0,2,-3,-28,-49,0.1,-0.2,-165,-25
Cc1ccc(S(=O)(=O)Nc2ccc(C(=O)Nc3cc(C)on3)cc2)cc1,32,16,1,12,5,-9,-1,1.6,-1.6,6,-10
Cc1cccc2cc3cccc(C)c3nc12,-4,-10,4,-7,-14,-9,-24,0.2,0.7,-6,-17
CCOc1ccccc1N(CC(=O)NC(C)(C)C)C(=O)CCC(=O)Nc1nccs1,-21,8,2,7,-4,-2,14,-0.1,-0.7,18,17

# In another format: entries from further up
Cc1ccc2nc(-c3cccc(S(=O)(=O)N4CCCC4)c3)cn2c1
- TWEAK Fn14 block: -1
- Peg3 prom inh: -143
- NR2E3 ag-1: 0
- KKLEB tox: 2
- CF NFkB inh: -3
- Shn3 3UTR inh: -28
- NR2E3 ag-2: -49
- aDG glyco up: 0.1
- hiPSC survival: -0.2
- HIF-2a block: -165
- TRPM1 prom inh: -25

Cc1ccc(S(=O)(=O)Nc2ccc(C(=O)Nc3cc(C)on3)cc2)cc1
- TWEAK Fn14 block: 32
- Peg3 prom inh: 16
- NR2E3 ag-1: 1
- KKLEB tox: 12
- CF NFkB inh: 5
- Shn3 3UTR inh: -9
- NR2E3 ag-2: -1
- aDG glyco up: 1.6
- hiPSC survival: -1.6
- HIF-2a block: 6
- TRPM1 prom inh: -10

# Next section.
SMILES,TWEAK Fn14 block,Peg3 prom inh,NR2E3 ag-1,KKLEB tox,CF NFkB inh,Shn3 3UTR inh,NR2E3 ag-2,aDG glyco up,hiPSC survival,HIF-2a block,TRPM1 prom inh
COc1ccc(CN(C)CC(O)COC(c2ccc(OC)cc2)c2ccc(OC)cc2)cc1 (centres undefined),-27,38,4,-8,14,2,-1,0.9,-0.7,9,-17
O=C(CN1CCN(c2ccccc2)CC1)Nc1scc2c1c(=O)oc1ccccc12,-1,5,5,-9,6,0,8,0.0,6.8,11,1
COc1ccc(S(=O)(=O)N(C)C[C@H]2Oc3ccc(NC(=O)c4ccncc4)cc3C(=O)N([C@H](C)CO)C[C@@H]2C)cc1,-24,-3,nt,-2,13,-8,-19,0.3,-2.0,-13,-6
CC(=O)Nc1ccc(S(=O)(=O)Nc2nc3ccccc3nc2Nc2cccc(S(N)(=O)=O)c2)cc1,1,-3,6,-3,8,-8,9,0.1,0.8,12,13
CC1CC(C)(C)NC(=S)N1CC(=O)NCc1ccccc1Cl (centres undefined),1,12,4,-3,3,-3,-18,-0.1,-1.6,4,8
CCn1c(C)nc2cc(C(=O)NNC(=O)CN(C)S(=O)(=O)c3ccc(NC(C)=O)cc3)ccc21,-5,-1,nt,10,-8,-8,-23,0.9,0.5,-17,-9
NC1=NN=C(c2ccc3c(c2)OCCO3)CS1,58*,-11,-1,-12,10,-29,-111,0.0,-0.8,-20,9
COc1ccc(CNC(=O)C2CCCN(c3nccc(C)n3)C2)cc1 (centres undefined),-2,6,1,1,-6,14,-1,0.1,0.6,1,1
CC(NC(=O)CCc1c[nH]c2ccccc12)c1ccccc1 (centres undefined),-6,1,4,-3,-6,-8,-18,0.1,-0.7,9,0
CCc1ccc(NC(=O)CC2NCCNC2=O)cc1 (centres undefined),6,-20,4,5,1,-35,-15,0.0,0.0,-45,-5
N#CCCn1nc(Cc2cccc3ccccc23)c(C#N)c1N,0,21,2,-2,-23,-16,-2,-0.2,2.1,18,11
CCOc1cc(OCC)cc(C(=O)NC(=S)Nc2cccc(C(F)(F)F)c2)c1,-20,-6,-2,8,1,-11,-40,-0.1,-0.2,-9,4
Cc1ccc(Cl)cc1-c1cc(C(=O)NCc2ccc(C(F)(F)F)cc2)[nH]n1,-15,23,nt,8,-28,12,25,0.3,-2.6,-9,nt
Cc1ccnc(NC(=O)CCC(=O)N(CC(=O)NCc2ccc(F)cc2)c2cccc(F)c2)c1,-7,-7,-1,-1,-3,15,-27,0.2,0.2,-4,5
CN(CC(=O)Nc1ccc(Cl)cc1)C(=O)CNC(=O)c1ccc2ccccc2c1,-45,-219,-4,-12,-16,-86,-52,0.5,-0.4,-223,-43
COC(=O)C=C1CCC2C3CCC4=CC(=O)CCC4(C)C3C(=O)CC12C (centres undefined),-20,3,nt,-13,2,-17,2,0.2,2.4,3,-11
CCN(CC)C(=O)[C@H]1C[C@H](CC(=O)NC/C=C(\C)CCC=C(C)C)C(=O)N2CCc3c([nH]c4cc(-c5ccco5)ccc34)[C@]12C,14,6,nt,-1,22,49,-22,1.0,0.3,-1,13
Nc1nc(-c2ccc([N+](=O)[O-])cc2)cc(=O)[nH]1,13,-2,nt,6,-12,1,-23,0.2,1.3,1,-7

# Screening results from PubChem BioAssay.
